Yeast tox = yeast growth toxicity, wild-type and mutant, primary screen, cytotoxicity control for eIF2B function restoration project, wild-type and eIF2Bepsilon R284H mutant, A595 | S. cerevisiae wild-type growth, A595 turbidity, 16 h | growth inhibition, % at 25 µM (by protocol) | actives 0.3% (n = 30,000) | AID 685, 2007;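 active = mutant and wild-type yeast strains alike exhibit over 30% growth inhibition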;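 note: 0% = untreated cell controls and 100% = YPD media blanks without cells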
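system = S. cerevisiae wild-type or eIF2Bepsilon-R284H mutant strain | buffer or medium = YPD medium | dosing = one dose, 25 µM compound, 0.2% DMSO | schedule = 16 h at 30 °C | measured by = A595 turbidity | evaluation = growth inhibition (%) versus cell controls and blanks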
Yeast eIF2B = GCN4-lacZ reporter reduction in eIF2B-epsilon mutant yeast, primary screen, S. cerevisiae, eIF2B-epsilon R284H, Beta-Glo luminescence. actives 0.91% (n = 27,000). AID 688, 2007. inhibition, % at 25 µM (by protocol);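 active = mutant luminescence inhibited past about 50% while wild type luminescence and mutant growth stay under set limits, limit read from the data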; note: some compounds called inactive have numbers as strong as hits
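material = yeast eIF2B-epsilon R284H mutant carrying GCN4–beta-galactosidase fusion | schedule = 16 h growth with compound at 30 °C, 90 min Beta-Glo step | measured by = luminescence and A595 | compound dosing = one concentration, 25 µM, 0.25% DMSO | read-out basis = % inhibition of reporter signal and growth versus controls | buffer or medium = YPD medium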
Yeast tox inhibition % = second read-out of Yeast tox, no call of its own (marks repeat the call); growth inhibition, %; S. cerevisiae eIF2Bepsilon-R284H mutant growth, A595 turbidity, 16 h;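 each compound tested once at 25 µM; 0% equals untreated cells and 100% equals cell-free medium blanks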
Yeast eIF2B mutant toxicity = second read-out of Yeast eIF2B, no call of its own (marks repeat the call); growth inhibition, %; measured here: mutant yeast growth, toxicity;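 each compound tested once at 25 µM; zero equals untreated control growth and 100 equals blank medium absorbance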
The depositor's hits bear a star; nt = no result given. Only part of the results is shown. The share of hits here may be higher or lower than overall.

A first look:
Below each SMILES: Yeast tox	Yeast tox inhibition %	Yeast eIF2B	Yeast eIF2B mutant toxicity
O=C(NS(=O)(=O)c1ccccc1)c1ccccc1
  19.0	19.6	nt	nt
CCN1c2ccccc2-c2nc3ccccc3n2C1c1cccnc1 (stereo unspecified)
  -0.8	9.5	4.5	9.5
[O-]/C(=C(\C(=S)NCc1ccco1)[n+]1ccccc1)c1ccccc1Br
  1.7	-9.5	1.1	-9.5
CCOC(=O)CNC(=O)c1ccc2c(c1)OCCO2
  -2.0	0.0	4.2	nt
COC(=O)c1ccc(S(=O)(=O)N(Cc2cc3cc4c(cc3[nH]c2=O)OCO4)C2CCCCC2)cc1
  -20.0	11.1	21.5	11.1

The listing (from the top)
Below each SMILES: Yeast tox	Yeast tox inhibition %	Yeast eIF2B	Yeast eIF2B mutant toxicity
O=C(NS(=O)(=O)c1ccccc1)c1ccccc1
  19.0	19.6	nt	nt
CCN1c2ccccc2-c2nc3ccccc3n2C1c1cccnc1 (stereo unspecified)
  -0.8	9.5	4.5	9.5
[O-]/C(=C(\C(=S)NCc1ccco1)[n+]1ccccc1)c1ccccc1Br
  1.7	-9.5	1.1	-9.5
CCOC(=O)CNC(=O)c1ccc2c(c1)OCCO2
  -2.0	0.0	4.2	nt
COC(=O)c1ccc(S(=O)(=O)N(Cc2cc3cc4c(cc3[nH]c2=O)OCO4)C2CCCCC2)cc1
  -20.0	11.1	21.5	11.1
CCN(CC)c1ccc(/C=C2\C(=O)N(c3ccc([N+](=O)[O-])cc3)N=C2N2CCOCC2)cc1
  nt	nt	25.9	nt
Cc1c(Cl)cccc1Nc1nc(N)nc(CN2CCCCCC2)n1
  -0.8	17.9	30.3	17.9
C=CCc1cccc(CNc2nc3ccccc3n2C(C)C)c1O
  15.3	-13.8	63.0*	nt
CC(=O)Nc1ccc(C(=O)CSc2nnc(-c3ccc(O)cc3)n2CC2CCCO2)cc1 (stereo unspecified)
  10.0	16.1	21.7	16.1
CN(Cc1ccccc1)c1nc2c(c(=O)[nH]c(=O)n2C)n1CCSc1nc2ccccc2[nH]1
  3.3	22.2	13.4	22.2
Cc1cccc(NC(=O)CN2C(=O)NC(Cc3ccccc3)C2=O)c1 (stereo unspecified)
  7.1	15.2	nt	nt
COC(=O)Cc1c(C)c2ccc(OC(=O)c3ccccc3)cc2oc1=O
  17.2	16.3	nt	nt
CC1CCc2c(sc3nc(C4CC4)nc(N4CCN(C(=O)c5ccco5)CC4)c23)C1 (stereo unspecified)
  18.9	34.6	2.4	34.6
COc1cccc(N2CCN(c3c4c(nc5ncnn35)CCC4)CC2)c1
  7.4	-4.5	19.5	-4.5
CCC(=O)Nc1cccc(NC(=O)CSc2nnc(-c3ccc(NS(C)(=O)=O)cc3)n2CC)c1
  19.3	16.1	21.7	16.1
O=C(CCCn1c(=O)[nH]c2ccsc2c1=O)N1CCCCC1
  11.6	-7.1	44.5	-7.1
COc1ccc(Nc2nc(CC(C)=O)ns2)cc1
  nt	nt	-19.4	nt
O=C(CSc1nc(-c2ccccc2)cc(=O)[nH]1)N1CCc2ccccc21
  -27.2	-9.1	31.9	-9.1
Cc1nn(Cc2ccccc2Cl)c(C)c1C(=O)NCc1ccco1
  12.4	12.5	-29.5	12.5
CCCCOc1ccccc1NC(=O)CC1Nc2ccccc2NC1=O (stereo unspecified)
  18.1	8.0	30.0	8.0
Cc1ccc(C(=O)CSc2ccccn2)cc1
  7.1	-25.0	16.9	-25.0
O=C(Cc1ccc(Cl)cc1)Nc1ccc(N2CCN(C(=O)c3ccco3)CC2)cc1
  -0.2	-25.8	nt	nt
Cc1oc(C(C)(C)C)cc1C(=O)Nc1ccc2c(c1)OCCO2
  10.3	-4.5	-13.9	-4.5
CCOC(=O)CNC(=O)CSc1nc2sc(C)c(C)c2c(=O)n1C
  3.0	4.3	0.8	4.3
CC(=O)NCCN1C(=O)C2C3c4ccccc4C(c4ccccc43)C2C1=O (stereo unspecified)
  18.8	21.9	8.7	21.9
Cc1cc(C)c2nc(SCC(=O)Nc3ccc(S(=O)(=O)N4CCCC4)cc3)c(C)cc2c1
  4.2	6.5	nt	nt
COc1ccc(CCN(C)C(=O)N2CCOCC2)cc1OC
  19.2	-3.9	19.2	-3.9
Cc1cc(C)c2c(=O)[nH]c(SCC(=O)NCCc3ccccc3)nc2n1
  -10.7	13.3	7.9	13.3
CC1(C)CC(=O)C(/C=N/c2ccccn2)=C(O)C1
  -5.6	0.0	16.2	nt
CCC(NS(=O)(=O)c1ccc(C)cc1)C(=O)Nc1ccc(NC(C)=O)cc1 (stereo unspecified)
  3.2	8.7	14.1	8.7
COc1ccc(NC(=O)C2CCN(C(=O)c3cccs3)CC2)cc1
  16.2	14.4	nt	nt
Nc1nc2nccc(-c3ccc(Cl)cc3)n2n1
  -3.6	-6.9	-8.7	-6.9
C/C(CC1(O)C(=O)N(C)c2ccccc21)=N\O (stereo unspecified)
  nt	nt	-45.9	nt
C=CCn1c(SCC(=O)N(CC)CC)nc(O)cc1=O
  12.2	-9.1	22.7	-9.1
O=C1NC(=S)N/C1=C\c1cccc([N+](=O)[O-])c1
  -24.6	-1.3	nt	nt
CCN(CCNC(=O)C1CCN(S(=O)(=O)c2cccc3nsnc23)CC1)c1ccccc1
  10.6	0.0	13.1	nt
CCCSc1nnc(Sc2nnnn2-c2ccccc2)s1
  7.6	0.0	23.8	nt
O=C(NCCC1=CCCCC1)C1CCN(S(=O)(=O)c2cccs2)CC1
  0.8	10.3	0.5	10.3
Cc1nc(SCC(=O)NCC2CCCO2)c2oc3ccccc3c2n1 (stereo unspecified)
  -4.5	7.7	27.7	7.7
CCOC(=O)C(Sc1nnc(-c2ccncc2)o1)C(C)=O (stereo unspecified)
  -5.8	-10.7	-1.7	-10.7
COC(=O)C1CCCN1C(=O)c1cccs1 (stereo unspecified)
  0.8	-30.0	-8.8	-30.0
O=c1oc2ccccc2c(Nc2cccc(O)c2)c1[N+](=O)[O-]
  4.5	10.3	nt	nt
COCC(C)OC(=O)C(C#N)c1nc2ccccc2nc1N1CCN(Cc2ccccc2)CC1 (stereo unspecified)
  -1.6	3.2	16.0	3.2
Cc1c(NC(=O)CSc2nnc(-c3cccc(Cl)c3)o2)c(=O)n(-c2ccccc2)n1C
  nt	nt	10.3	nt
Cc1cc(C)c2[nH]c(=O)c(C(c3nnnn3C(C)(C)C)N(Cc3ccco3)CC3CCCO3)cc2c1 (stereo unspecified)
  -11.2	12.8	nt	nt
O=C(CSc1nnc2scc(-c3ccc(Cl)cc3)n12)NCc1ccc2c(c1)OCO2
  -23.3	-23.3	13.5	-23.3
COC(=O)c1ccc(CSc2nnc(C)s2)cc1
  21.8	10.5	nt	nt
CN(C)c1cccc(C(=O)NCC2CCCO2)c1 (stereo unspecified)
  4.2	13.8	16.6	13.8
C=CCn1c(SC(C)C(=O)NCCC2=CCCCC2)nc2ccccc2c1=O (stereo unspecified)
  13.5	8.8	16.4	8.8
CCOC(=O)Cc1csc(NC(=O)CSc2ncnc3c2cnn3-c2ccc(OC)cc2)n1
  nt	nt	12.9	nt

Following part
Below each SMILES: Yeast tox	Yeast tox inhibition %	Yeast eIF2B	Yeast eIF2B mutant toxicity
COC(=O)c1ccc(NC(=O)CN2C(=O)C3C4C=CC(C4)C3C2=O)cc1 (stereo unspecified)
  13.5	5.1	nt	nt
CC(C)(C)CC(C)(C)Nc1c(-c2ccc(O)cc2)nc2cnccn12
  10.6	-15.8	-5.6	-15.8
CCC(C)NC(=O)CSc1nc2ccc(N3CCOCC3)cc2c(=O)n1CCc1ccccc1 (stereo unspecified)
  4.4	7.4	18.0	7.4
Cc1ccc(CNC(=O)CSc2nc3n[nH]c(C)c3c(=N)n2-c2cccc(C)c2)cc1
  -54.6	-5.1	nt	nt
O=C(CN1CCOCC1)Nc1scc(-c2ccccc2)c1C(=O)N1CCOCC1
  -2.1	6.8	26.8	6.8
CCOC(=O)CSCC(=O)Nc1c(C(=O)C2CC2)oc2ccccc12
  -2.7	6.7	-51.6	6.7
CSc1nc(NC(C)(C)C)nc(Oc2ccc(=O)[nH]n2)n1
  nt	nt	-5.8	nt
CCOc1c(C)cc(-c2ncccc2O)cc1C
  1.1	11.1	23.2	11.1
O=C(O)CCSc1nnc(-c2ccccc2)n1-c1ccccc1
  16.2	-9.1	19.8	-9.1
CCOC(=O)c1c(NC(=O)CN2CCN(C(=O)c3ccco3)CC2)sc2c1CCCC2
  -28.5	7.1	27.4	7.1
O=C(O)CCCCCN1C(=O)C(=O)/C(=C(/O)c2ccccc2)C1c1ccccc1 (stereo unspecified)
  13.7	16.1	26.2	16.1
CC1=C(C(=O)Nc2ccccc2)C(c2ccncc2)C(C#N)=C(SCC(=O)NC(C)C)N1 (stereo unspecified)
  10.8	-25.0	-16.1	-25.0
N#CC1=C(N)Oc2n[nH]c(-c3cccs3)c2C1C1C=CCCC1 (stereo unspecified)
  15.9	12.5	31.5	12.5
CC(C)(C)OC(=O)N1CCC[C@H]1c1nnc(SCc2c(F)cccc2Cl)o1
  -8.0	-1.9	31.5	-1.9
CCN(CC)S(=O)(=O)c1ccc(-n2cnnn2)c(C)c1
  11.5	4.5	26.5	4.5
Cc1nc2ccccn2c1C(=O)Nc1ccc2c(c1)OCCO2
  -7.6	0.0	nt	nt
Cc1ncsc1CCOC(=O)c1cccnc1
  -10.0	-3.5	0.0	-3.5
CCN(CC)C(=O)Oc1ccc2c(=O)c(-c3ccccc3)coc2c1
  -3.8	9.4	27.2	9.4
O=C(CSc1nnc(-c2ccc(Cl)cc2Cl)n1C1CCCCC1)NC1CCS(=O)(=O)C1 (stereo unspecified)
  1.1	10.0	24.1	10.0
COC(=O)c1cn(CC(=O)N2CCCCC2C)c2ccccc12 (stereo unspecified)
  1.7	-18.2	10.4	-18.2
Cc1nn(-c2ccccc2)c(Cl)c1/C=N/Nc1ccc(S(=O)(=O)Nc2ccccc2C(=O)O)cc1[N+](=O)[O-]
  11.5	-38.9	42.2	-38.9
Brc1ccc(-c2nc(N/N=C/c3cccnc3)c3ccccc3n2)cc1
  3.9	-5.4	4.7	-5.4
COc1ccc(C2C(C(=O)NCCN3CCOCC3)c3ccccc3C(=O)N2C)cc1OC (stereo unspecified)
  6.5	-9.5	-5.3	-9.5
CC(Sc1ccccn1)C(=O)Nc1ccccc1 (stereo unspecified)
  nt	nt	13.5	nt
C=CCNc1sc(C(=O)c2ccc(Br)s2)c(N)c1C#N
  17.7	10.0	10.4	10.0
Cn1c(SCCOc2ccc(Cl)cc2)nnc1-c1ccncc1
  6.9	0.0	33.4	nt
COCCCn1c(SCC(=O)N(C)C)nnc1-c1ccccc1
  -9.1	14.8	-0.5	14.8
O=C(NC1C(=O)NNC1c1ccccc1)c1ccccc1 (stereo unspecified)
  3.2	4.8	17.2	4.8
COc1ccc2cnn(Cc3ccccc3)c(=O)c2c1OC
  7.8	14.3	24.8	14.3
S=c1[nH]nc(Cc2sc(-c3ccccc3)nc2-c2ccccc2)o1
  11.1	17.7	20.6	17.7
CC(NC(=O)c1ccccc1Cl)C(=O)O (stereo unspecified)
  34.1	0.0	18.9	nt
Cc1ccc(N=C2C(=S)N(c3ccc(C)cc3)C(=N)N2/N=C/c2ccc(Cl)cc2)cc1
  -3.1	-3.5	-5.9	-3.5
CCOC(=O)C1(CC)NC(c2ccco2)C2C(=O)N(C)C(=O)C21 (stereo unspecified)
  17.9	-21.1	-20.9	-21.1
COC(=O)c1sccc1NC(=S)N1CC(C)CC(C)C1 (stereo unspecified)
  6.9	10.8	2.3	10.8
CCOC(=O)C1CCCN(C(=O)c2cc3c(C)nc4ccccc4c3o2)C1 (stereo unspecified)
  -26.9	9.3	65.0*	nt
CN(C)c1ccc(C2OC(=O)C(C)(C)C(=O)C2(C)C)cc1 (stereo unspecified)
  -30.7	0.0	-4.9	nt
COC(=O)Cn1c(C)nc2ccccc21
  20.3	20.0	nt	nt
N#C/C(=C\Nc1ccc2c(c1)OCCO2)c1nc2ccccc2[nH]1
  -3.6	0.0	-6.7	nt
CCNc1nc(C)c2cc(Br)c(=O)n(CC)c2n1
  13.9	13.5	-6.6	13.5
O=c1c2ccccc2nnn1CSc1nnnn1-c1ccccc1
  -3.2	0.0	21.2	nt
Cc1nc(NC(=O)CN(C)S(=O)(=O)c2ccc(Cl)cc2)sc1C
  3.1	5.0	-24.3	5.0

Assay outcomes: PubChem BioAssay, PCMD
